LYPLA1 inh: LYPLA1 inhibitors, primary screen, counter-screen for PME1 inhibitor project, biochemical, fluorescence polarization, FP-Rh probe ABPP | Acyl-protein thioesterase 1 (Homo sapiens), O75608 | recombinant LYPLA1 | inhibition, % at 5.9 µM | actives 0.16% (n = 320,000);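 active means inhibition above the mean of all tested compounds plus 3 SD, set per campaign, cut at about 14% in these data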;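 further: inhibitors block serine hydrolase probe labeling of LYPLA1 so polarization falls; 0% = enzyme with DMSO and 100% = wells lacking LYPLA1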
Target sequence (O75608 whole entry, looked up): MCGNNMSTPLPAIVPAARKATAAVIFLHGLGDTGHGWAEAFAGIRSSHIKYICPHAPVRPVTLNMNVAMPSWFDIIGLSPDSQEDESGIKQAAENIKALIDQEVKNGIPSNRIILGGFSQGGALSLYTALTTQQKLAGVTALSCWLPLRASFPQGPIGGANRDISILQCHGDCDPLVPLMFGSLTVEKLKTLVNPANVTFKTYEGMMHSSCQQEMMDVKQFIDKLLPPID
LYPLA2 inh: LYPLA2 inhibitors, primary screen, counter-screen for PME1 inhibitor project, biochemical, fluorescence polarization, FP-Rh probe ABPP | Acyl-protein thioesterase 2 (Homo sapiens), O95372 | inhibition, % at 5.9 µM | recombinant LYPLA2 | actives 0.38% (n = 320,000);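 active means inhibition above the screen-wide mean plus 3 SD, limit set per campaign, cut at about 26% in these data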;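 further: 0% = LYPLA2 with DMSO and 100% = wells lacking LYPLA2 enzyme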
PAD4 FP inh: human PAD4 inhibitors, primary screen, biochemical, fluorescence polarization, 1536-well format; Protein-arginine deiminase type-4 (Homo sapiens), Q9UM07; recombinant PAD4, RCA probe fluorescence polarization; inhibition, % at 6.36 µM; actives 0.41% (n = 330,000);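 active means percent inhibition above a cutoff equal to the mean of all tested compounds plus 3 SD, cut at about 15% in these data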;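 further: 0% = PAD4 with RCA probe and DMSO and 100% = probe without PAD4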
PAFAH1B3 inh: PAFAH1B3 enzyme inhibitors, primary screen, biochemical, fluorescence polarization, human. AID 492972, 2010. recombinant PAFAH1B3, FP-rhodamine probe. inhibition, % at 3.39 µM. Platelet-activating factor acetylhydrolase IB subunit alpha1 (Homo sapiens), Q15102. actives 0.28% (n = 340,000);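 active means inhibition above the screen-wide average of all tested compounds plus 3 SD, cut at about 25% in these data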;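 further: 0% = enzyme with DMSO only and 100% = wells lacking PAFAH1B3 protein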
PAFAH1B2 FP inh: PAFAH1B2 enzyme inhibitors, primary screen, biochemical, fluorescence polarization, human; Platelet-activating factor acetylhydrolase IB subunit alpha2 (Homo sapiens), P68402; recombinant PAFAH1B2, FP-rhodamine activity probe; inhibition, % at 3.39 µM; actives 1.2% (n = 340,000); AID 492953, 2010;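 active means inhibition above the mean of all tested compounds plus 3 SD, cut at about 24% in these data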;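 further: 0% = enzyme with DMSO and 100% = wells lacking PAFAH1B2; many of its hits are not listed in these tables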
PME-1 primary: PME-1 inhibitors via competitive probe labeling, primary screen, biochemical, fluorescence polarization, FP-Rh probe, HTS; AID 2130, 2009; actives 0.53% (n = 320,000); recombinant PME-1; inhibition, % at 5.9 µM; Protein phosphatase methylesterase 1 (Homo sapiens), Q9Y570;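 active means inhibition above the campaign mean of all compounds plus 3 SD, cut at about 26% in these data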;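 further: competitive labeling of PME-1 active site by serine hydrolase directed probe; 0% = PME-1 with DMSO and 100% = wells lacking PME-1 enzyme; inhibitors block probe labeling so polarization falls and inhibition rises; many of its hits are not listed in these tables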
Target sequence (Q9Y570 whole entry, looked up): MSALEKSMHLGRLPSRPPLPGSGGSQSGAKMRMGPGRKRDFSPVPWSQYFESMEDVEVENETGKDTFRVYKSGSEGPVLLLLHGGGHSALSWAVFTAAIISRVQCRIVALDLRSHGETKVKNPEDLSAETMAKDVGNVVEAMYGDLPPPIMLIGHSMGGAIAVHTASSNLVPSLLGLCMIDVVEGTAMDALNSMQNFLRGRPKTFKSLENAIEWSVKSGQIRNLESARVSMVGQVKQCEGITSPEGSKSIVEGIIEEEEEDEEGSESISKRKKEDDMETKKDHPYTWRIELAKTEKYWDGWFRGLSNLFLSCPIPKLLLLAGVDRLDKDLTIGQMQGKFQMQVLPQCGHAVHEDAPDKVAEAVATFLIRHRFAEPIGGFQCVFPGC
pPAFAH inh: pPAFAH enzyme inhibitors, primary screen, biochemical, fluorescence polarization, human; Platelet-activating factor acetylhydrolase (Homo sapiens), Q13093; recombinant pPAFAH, FP-rhodamine probe fluorescence polarization; inhibition, % at 3.39 µM; actives 1.5% (n = 330,000);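 active means inhibition above the mean inhibition across the screen plus 3 SD, cut at about 25% in these data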;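 further: inhibitors block binding of the rhodamine activity-based probe so polarization drops; 0% = enzyme with DMSO and 100% = wells lacking pPAFAH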
Target sequence (Q13093 whole entry, looked up): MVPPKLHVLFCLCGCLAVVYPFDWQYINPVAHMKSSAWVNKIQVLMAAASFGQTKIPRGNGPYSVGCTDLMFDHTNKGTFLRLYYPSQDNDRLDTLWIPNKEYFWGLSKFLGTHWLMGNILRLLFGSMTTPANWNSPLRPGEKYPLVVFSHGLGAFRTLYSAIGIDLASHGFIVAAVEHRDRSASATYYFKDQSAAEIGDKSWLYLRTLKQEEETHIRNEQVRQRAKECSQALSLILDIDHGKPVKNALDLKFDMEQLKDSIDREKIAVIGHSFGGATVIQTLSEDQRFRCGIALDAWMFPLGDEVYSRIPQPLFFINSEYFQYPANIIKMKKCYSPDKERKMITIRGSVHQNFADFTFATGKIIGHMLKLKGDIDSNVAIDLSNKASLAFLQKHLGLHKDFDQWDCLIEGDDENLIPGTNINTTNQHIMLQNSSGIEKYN
GSTO1 counter: inhibitors of recombinant GSTO1, primary screen, counter-screen for RBBP9 inhibitor project, biochemical, fluorescence polarization. activity-based probe fluorescence polarization. Glutathione S-transferase omega-1 (Homo sapiens), P78417. actives 1.1% (n = 300,000). inhibition, % at 5.96 µM;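 active means inhibition above the campaign mean inhibition plus 3 SD, cut at about 35% in these data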;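 further: 0% = GSTO1-1 with DMSO and 100% = wells lacking GSTO1-1 enzyme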
PAFAH2 FP inh: PAFAH2 enzyme inhibitors, primary screen, biochemical, fluorescence polarization, human; recombinant PAFAH2, FP-rhodamine activity probe; inhibition, % at 3.39 µM; actives 0.99% (n = 340,000);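 active means inhibition above the mean over all tested compounds plus 3 SD, cut at about 30% in these data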;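 further: inhibitors block probe labeling of enzyme so polarization drops; 0% = enzyme with DMSO and 100% = wells lacking PAFAH2 protein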
The depositor's hits bear a star; · = not tested or not shown. An excerpt (hit frequency here may not be typical).

SMILES	LYPLA1 inh	LYPLA2 inh	PAD4 FP inh	PAFAH1B3 inh	PAFAH1B2 FP inh	PME-1 primary	pPAFAH inh	GSTO1 counter	PAFAH2 FP inh
Cc1ccc(-c2nn3c(C)nnc3c3ccccc23)cc1S(=O)(=O)NCCO	-0.8	-0.3	0.6	4.3	2.5	3.8	-2.1	5.7	3.9
CCN1CCN(C(=S)NCC2CCCO2)CC1 (stereo not given)	0.6	6.5	-5.1	6.5	3.9	-2.0	10.0	3.5	-2.1
O=C(CN1CCCCCC1)N/N=C/c1cccc(Cl)c1	-2.1	1.4	-3.8	11.4	0.9	6.2	-2.2	-3.1	3.5
O=C(N/N=C/c1ccco1)c1ccccn1	2.2	1.6	2.1	3.6	2.6	-4.7	0.5	2.7	1.7
Cc1ccc(S(=O)(=O)NCC(=O)NCCc2c[nH]c3ccccc23)cc1C	0.9	1.5	-4.0	0.1	2.9	9.3	3.0	8.8	5.5
COc1cc(C(C)=O)ccc1OCC(=O)Nc1cc(C)on1	·	·	-5.1	7.3	3.0	·	2.4	·	12.3
Cc1ccc(S(=O)(=O)N2CCN(C(=O)c3sccc3-c3ccccc3)CC2)cc1	-4.7	-0.6	0.1	-2.8	23.6	2.6	3.9	-0.9	4.0
COc1cc2c(cc1OC)CN(C(=O)CN1C(=O)c3ccc([N+](=O)[O-])cc3C1=O)CC2	-3.2	-5.4	-6.0	2.3	5.7	-6.0	-6.6	-3.0	-5.1
COc1ccc(NC(=O)/C(C#N)=C/c2cc(C)n(-c3ccc(N4CCOCC4)c([N+](=O)[O-])c3)c2C)cc1	-2.5	-3.0	1.3	3.3	3.1	-2.2	4.1	-1.6	0.0
c1ccc2sc(SCc3ccc(-c4nnco4)cc3)nc2c1	0.1	9.6	3.7	-0.3	-2.0	-0.9	4.5	4.8	8.0
O=C(COc1ccccc1C(=O)Nc1ccccc1)c1ccc(Br)cc1	-8.5	-7.3	-0.2	3.7	-6.1	-13.4	-5.3	7.3	-20.2
CCC(=O)Nc1c(C)c(CC)nc2ccccc12	3.6	7.5	0.4	-8.3	2.1	-2.5	-1.8	4.9	-3.5
Nc1c(C(=O)Nc2ccc3c(c2)OCCO3)nnn1CCc1ccccc1	-1.2	-3.8	-4.3	3.7	2.9	-0.1	3.7	3.8	2.0
CCc1ccc(N=C2NC(=O)/C(=C/c3ccc(OCC(=O)O)cc3)S2)cc1	1.6	6.2	-17.2	18.0	3.6	-24.3	10.9	-34.4	3.7
Cn1nnnc1SCc1nnc(-c2ccc(Cl)cc2)o1	-0.3	-6.0	-0.7	1.7	4.2	0.5	1.8	6.0	-11.6
NNC(=O)c1cc(Br)cs1	-4.9	0.5	0.0	9.2	-4.3	-4.8	2.8	8.1	-3.4
CN(C(=O)CSc1nncc2ccccc12)C1CCCCC1	-3.0	-3.0	2.9	9.8	-0.3	-2.6	-4.7	1.3	0.1
C=CCn1c(C)nnc1SCC(=O)N1CCN(S(=O)(=O)c2ccccc2)CC1	-0.2	1.2	-1.0	12.1	2.6	0.1	1.7	-0.3	7.2
Cn1ncc(Br)c1C(=O)NC(=S)N1CCN(c2ccccn2)CC1	-2.0	1.6	3.5	0.7	-4.4	-2.4	-7.5	-3.1	-9.5
O=C1OC[C@@H]2CCCN2C(=O)[C@H](CC(=O)N(CCO)Cc2ccccc2)C/C=C\C[C@H]1Cc1ccc(F)cc1	·	·	4.1	5.0	33.0*	·	1.8	·	2.6
COc1ccc(CNc2ncc(-c3cccc([N+](=O)[O-])c3)n2C)c(OC)c1OC	5.6	-0.6	0.3	5.8	5.4	8.6	6.4	2.3	3.1
C[N+]1(CC(=O)Nc2ccccc2Cl)CCN(C(=O)c2cccs2)CC1	-1.5	-1.4	5.9	-0.3	14.0	5.7	3.6	-1.0	-5.7
COC(=O)CC1C(=O)NCCN1Cc1cn(-c2ccc(C)cc2)nc1-c1cccc(C)c1 (stereo not given)	6.2	6.5	-3.9	12.1	1.1	-3.5	12.5	6.5	8.8
COc1cc(/C=C2/C(=N)N3OC(C)=CC3=NC2=O)ccc1OC(=O)c1ccco1	-1.2	-0.4	-2.1	7.6	-5.1	1.4	6.8	5.3	1.9
Cc1cc(C)nc(-n2nc(C)cc2NC(=O)CN2CCc3ccccc3C2)n1	3.5	2.1	-0.7	10.1	2.3	3.9	1.4	8.6	1.9

The list goes on:
SMILES	LYPLA1 inh	LYPLA2 inh	PAD4 FP inh	PAFAH1B3 inh	PAFAH1B2 FP inh	PME-1 primary	pPAFAH inh	GSTO1 counter	PAFAH2 FP inh
CCC(=O)Nc1c(C)nn(-c2ccc(C)c(C)c2)c1C	1.8	2.8	-4.0	2.3	-1.4	5.0	6.0	0.4	-1.1
CCCCC(=O)Nc1ncc(Br)s1	2.9	-3.0	-4.3	2.6	8.0	3.2	10.3	-2.1	-5.4
CCCCCOC(=O)Cn1c(=O)oc2ccc(C)cc21	-0.3	-0.2	-0.6	-0.9	3.0	7.9	4.1	-3.6	-0.1
COc1ccc(CCNc2oc(-c3ccccc3OC)nc2C#N)cc1OC	-2.6	-4.9	-1.9	9.8	-0.8	1.7	0.6	-9.9	1.3
Cn1c(=O)c2c(nc(N3CCc4ccccc4C3)n2C)n(C)c1=O	1.2	-2.7	-2.4	15.2	10.8	-0.4	-0.3	-1.7	4.0
CCCNC(=O)c1onc(CSc2ccc(F)c(F)c2)c1C(=O)NCCC	-1.9	-2.5	-1.0	·	·	-2.4	5.4	0.6	·
CCCCC[n+]1cccc2c3ccccc3ccc21	-0.5	-5.5	-1.6	-0.3	-2.5	1.2	1.7	8.1	-11.0
CC(C)n1c(N)c(C#N)c2ccc([N+](=O)[O-])cc2c1=O	0.1	-3.3	-3.1	-1.1	4.3	-3.7	5.1	7.9	-1.8
O=C(Nc1ccc(S(=O)(=O)N2CCOCC2)cc1)c1cc(-c2cc(Cl)ccc2O)n[nH]1	-44.4	-75.6	-4.1	8.4	-2.2	-51.5	-2.5	-104.5	-24.3
O=C1CCN(S(=O)(=O)c2ccccc2)CCN1CCOCc1ccccc1	2.7	3.4	-1.1	1.1	3.2	-2.3	19.1	5.2	-10.7
O=C(Cn1nc2n(c1=O)-c1ccccc1SC2)N/N=C/c1cccs1	2.3	4.9	0.4	16.8	4.8	1.4	9.4	3.3	-4.3
O=C(COC(=O)c1cc(Cl)ccc1O)NCCC1=CCCCC1	-0.8	-1.3	-3.5	2.4	8.6	-1.1	3.6	-8.9	-2.0
CCOC(=O)CNC(c1ccccc1)c1cc(Br)ccc1NC(=O)CCN1CCOCC1 (stereo not given)	1.0	9.2	-4.0	2.8	3.8	-1.8	13.0	2.0	5.0
COc1cc(/C=C/C(=O)NC(=O)c2ccccc2O)ccc1O	-1.0	-0.1	-4.8	1.2	-0.3	-1.2	4.5	5.2	-1.6
O=C(N/C(=C/c1ccccc1Cl)C(=O)N1CCCC1)c1ccccc1	3.6	6.6	-4.8	6.8	3.5	-2.9	1.5	0.0	2.4
COc1cc(C(=O)n2cnc3ccccc32)c([N+](=O)[O-])cc1OC	-2.1	2.2	2.4	8.5	3.8	-2.5	1.9	6.8	-5.2
COc1cccc(/C=N/NC(=O)C(c2ccncc2)N2CCOCC2)c1 (stereo not given)	2.0	0.2	-3.8	·	·	3.2	5.7	2.3	·
Cc1cc(-c2nnnn2-c2cc(Cl)cc(Cl)c2)no1	-2.9	1.1	-3.2	9.6	-0.2	-3.4	0.2	13.4	-1.1
O=C(Nc1cc(C(F)(F)F)ccc1N1CCOCC1)C1CCCO1 (stereo not given)	·	·	0.4	3.7	2.8	·	4.9	·	-3.4
O=C(CCc1nc2ccccc2n1-c1ccccc1)NCCO	3.2	2.0	-0.6	7.5	3.1	-0.6	6.2	-3.8	4.0
CSc1nc2cc(C)nn2c(-c2ccccc2Cl)c1C#N	3.7	1.0	4.6	7.4	-1.5	2.6	-0.2	5.2	-3.9
O=C(Cn1nnc2ccccc2c1=O)NCc1ccco1	-0.2	5.3	1.4	5.7	-4.2	-4.8	1.8	-3.2	1.4
O=C(NCCCO)NC(=S)c1cccc2ccccc12	-2.1	-3.5	-1.8	5.8	7.4	-3.4	0.5	9.4	-1.5
COCCn1c(-c2ccc(OC)cc2)cnc1SCC(=O)Nc1ccc(OC)cc1OC	-1.0	10.4	0.0	-2.0	-2.1	10.7	7.0	-2.8	-1.5
C=CCC[C@H](Cc1ccc(F)cc1)C(=O)OC[C@@H](NC(=O)[C@@H](CC=C)CC(=O)N(CCO)Cc1ccccc1)C(C)(C)C	·	·	2.5	-4.5	3.5	·	3.9	·	8.3

Remaining list, next part:
SMILES	LYPLA1 inh	LYPLA2 inh	PAD4 FP inh	PAFAH1B3 inh	PAFAH1B2 FP inh	PME-1 primary	pPAFAH inh	GSTO1 counter	PAFAH2 FP inh
CN(Cc1ccccc1)c1nc2c(c(=O)n(C)c(=O)n2C)n1CCCc1ccccc1	-5.2	-15.6	-2.1	-0.5	3.4	-0.7	-1.2	-0.9	13.0
COc1ccc(C2C3=C(CCCC3=O)Nc3nc(C(F)(F)F)nn32)c(OC)c1OC (stereo not given)	2.4	2.1	-3.3	0.7	1.6	-4.2	-0.7	14.3	2.9
O=C(c1cccnc1NCc1ccc(F)cc1)N1CCOCC1	-1.9	-3.1	3.1	4.9	2.0	-6.8	1.1	-6.8	-2.3
CCC(=O)N1CCN(c2ccc(OC)cc2[N+](=O)[O-])CC1	-4.2	2.7	4.4	10.7	-7.0	0.3	8.2	3.2	-0.9
C[C@H](NC(=O)c1nc[nH]c1C(=O)NCc1ccc(CNC(=O)OC(C)(C)C)cc1)c1ccccc1	-6.2	-6.8	0.3	0.9	3.5	-4.4	9.9	·	-0.4
COc1ccc2c(c1)CCc1c(C(=O)N3CCCCCC3)noc1-2	-3.9	-1.8	1.1	14.8	2.5	-3.0	-7.7	2.2	2.7
Cc1ccc(NC(=O)CN(C)CC(=O)N(CC(C)C)c2c(N)n(CC(C)C)c(=O)[nH]c2=O)c(C)c1	-2.2	-0.5	1.2	0.7	3.0	-3.4	1.1	·	1.5
Cn1c(CBr)c(C(=O)c2ccc([N+](=O)[O-])cc2)c(=O)n(C)c1=O	-3.3	2.5	1.6	10.9	5.8	1.0	2.5	1.0	5.5
COc1ccc(S(=O)(=O)N2CCc3ccccc3C2)cc1OC	-2.4	-1.5	0.9	6.2	4.1	5.3	-2.1	1.2	1.9
O=C(NCCc1ccc(C(F)(F)F)cc1)C1CCC(=O)N(CCc2cccc(F)c2)C1 (stereo not given)	0.3	-0.1	0.8	0.7	10.6	-1.6	2.2	-1.8	0.0

Assay outcomes deposited in PubChem BioAssay by The Scripps Research Institute Molecular Screening Center.
